# High-throughput results (PubChem BioAssay)
# RPL19A-GFP yeast – RPL19A-GFP expression modulators in yeast, primary screen, cell-based, S. cerevisiae, multiplex flow cytometry, MLPCN. S. cerevisiae RPL19A-GFP strain, 3 h; hits give low values. percent response vs DMSO, % at 10 µM. AID 2025, 2009. 330,000 tested, 0.3% active;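 active = percent response vs DMSO below 50%; inconclusive = fewer than 70 events counted for the yeast strain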;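 note: median channel GFP fluorescence of the barcoded RPL19A-GFP strain; ratio of sample median GFP to plate DMSO average so 100% = DMSO; lower means less RPL19A-GFP as with rapamycin TOR inhibition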
# CIT2 TOR yeast – modulators of CIT2-GFP expression in yeast, primary screen, S. cerevisiae, GFP fusion, multiplex flow cytometry, MLPCN library | GFP response vs DMSO, % at 10 µM | AID 2029, 2009 | 320,000 tested, 0.065% active | S. cerevisiae CIT2-GFP strain, 3 h; 100 means same as DMSO wells;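 active = GFP response relative to DMSO above a set limit, near the screen mean plus 3 SD, cut at about 150% in these data; inconclusive = Fewer than 70 cells measured for a yeast strain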;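 note: ratio of well median GFP fluorescence to mean of DMSO wells on the plate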
# LAP4-GFP MLPCN – modulators of LAP4-GFP expression in yeast, primary screen, S. cerevisiae, multiplex flow cytometry, MLPCN library; GFP response vs DMSO, % at 10 µM; 3 h; median GFP as percent of DMSO wells; 320,000 tested, 0.34% active;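 active = GFP response vs DMSO above a set limit, about the screen mean plus 3 SD, cut at about 150% in these data; inconclusive = under 70 cell events counted for the yeast strain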
# GRK2 inh – compounds blocking aptamer binding on GRK2 – biochemical, human GRK2, bead flow cytometry, HTS, primary screen. Beta-adrenergic receptor kinase 1 (Homo sapiens), P25098. FAM-aptamer displacement from GRK2. inhibition of aptamer binding, % at 10 µM. 330,000 tested, 0.59% active;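 active = inhibition of aptamer binding above 40%, roughly 3 SD of noise, on plates passing a quality check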;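 note: median bead fluorescence of bound FAM aptamer so fluorescent compounds give negative values; no value below 0 was filed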
# MEP2-GFP yeast – modulators of MEP2-GFP levels in yeast, primary screen, S. cerevisiae, multiplex flow cytometry, MLPCN library. S. cerevisiae MEP2-GFP strain, 3 h; 100% = DMSO control level. 330,000 tested, 0.51% active. AID 2016, 2009. GFP response vs DMSO, % at 10 µM;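 active = GFP response versus DMSO above a set limit, roughly screen mean plus 3 SD, cut at about 180% in these data; inconclusive = fewer than 70 cells counted for a yeast strain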;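 note: median GFP fluorescence of the barcode-gated MEP2-GFP cells per well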
# GASC-1 inh – inhibitors of GASC-1 histone demethylase, primary screen, biochemical, fluorescence, DELFIA europium. Lysine-specific demethylase 4C (Homo sapiens), Q9H3R0. GST-JMJD2C(1-420) H3K9me3 demethylation. inhibition, % at 2.35 µM. 330,000 tested, 0.069% active. AID 2099, 2009;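 active = more than half of a compound's replicate wells show inhibition beyond 50%, single wells judged on their own value; inconclusive = some, but no more than half, of replicates pass 50% inhibition; inactive = no replicate passes 50% inhibition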;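 note: signal counts dimethyl H3K9 product captured on neutravidin plate; 0% = median of DMSO wells and 100% = 0.3 times that DMSO median; strong numbers were not always called active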
# AGP1-GFP MLPCN – modulators of AGP1-GFP expression in yeast TOR pathway, primary screen, cell-based, multiplex flow cytometry, S. cerevisiae, MLPCN library | 3 h; GFP as percent of DMSO wells | GFP response vs DMSO, % at 10 µM | 320,000 tested, 0.02% active | AID 2066, 2009;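 active = GFP response relative to DMSO above a set limit, near screen average plus 3 SD, cut at about 150% in these data; inconclusive = fewer than 70 cells counted for the yeast strain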;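 note: median GFP channel fluorescence of the gated AGP1 strain per well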
# VLA-4 inh – inhibition in human VLA-4 binding assay, primary screen, VLA-4 allosteric modulator project, MLPCN library, flow cytometry, VLA-4 expressing cells. inhibition, % (about 7 µM as worked out from the volumes in the protocol). 330,000 tested, 0.2% active. Integrin alpha-4 (Homo sapiens), P13612. ligand binding flow cytometry; in the data active = inhibition above about 50%
# Target sequence (P13612 whole entry, looked up): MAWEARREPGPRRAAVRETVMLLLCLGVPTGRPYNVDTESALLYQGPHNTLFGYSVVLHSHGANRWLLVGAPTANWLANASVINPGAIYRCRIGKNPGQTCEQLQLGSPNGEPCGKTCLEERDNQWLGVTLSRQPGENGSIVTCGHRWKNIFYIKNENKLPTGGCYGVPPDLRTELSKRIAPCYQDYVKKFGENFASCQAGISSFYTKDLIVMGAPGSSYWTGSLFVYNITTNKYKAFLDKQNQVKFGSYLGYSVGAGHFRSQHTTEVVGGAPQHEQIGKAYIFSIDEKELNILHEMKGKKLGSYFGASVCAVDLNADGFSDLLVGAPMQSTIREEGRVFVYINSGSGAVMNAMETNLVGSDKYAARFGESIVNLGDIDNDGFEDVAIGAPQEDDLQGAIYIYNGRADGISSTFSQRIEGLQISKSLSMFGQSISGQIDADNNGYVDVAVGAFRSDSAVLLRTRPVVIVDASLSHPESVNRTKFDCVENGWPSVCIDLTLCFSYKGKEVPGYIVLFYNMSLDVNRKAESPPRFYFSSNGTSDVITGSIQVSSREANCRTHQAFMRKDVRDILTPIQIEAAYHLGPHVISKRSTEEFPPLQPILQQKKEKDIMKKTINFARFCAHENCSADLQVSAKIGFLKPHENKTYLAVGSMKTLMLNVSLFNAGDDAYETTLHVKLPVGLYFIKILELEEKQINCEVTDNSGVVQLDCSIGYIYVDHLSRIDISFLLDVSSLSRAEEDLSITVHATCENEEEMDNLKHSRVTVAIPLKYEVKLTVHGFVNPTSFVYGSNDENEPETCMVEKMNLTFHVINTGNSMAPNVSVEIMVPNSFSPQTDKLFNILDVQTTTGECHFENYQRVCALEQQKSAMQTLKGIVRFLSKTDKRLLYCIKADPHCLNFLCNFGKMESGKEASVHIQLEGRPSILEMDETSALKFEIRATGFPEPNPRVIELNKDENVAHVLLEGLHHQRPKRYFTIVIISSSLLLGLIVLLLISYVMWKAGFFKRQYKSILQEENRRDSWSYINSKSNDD
# The depositor's hits bear a star; ? = inconclusive; / = not tested or not shown; & = joins results of further samples; [ ] = remark or other dose.
no.	structure	GASC-1 inh	CIT2 TOR yeast	VLA-4 inh	RPL19A-GFP yeast	GRK2 inh	LAP4-GFP MLPCN	MEP2-GFP yeast	AGP1-GFP MLPCN
1	O=c1[nH]c2cccnc2n1-c1cccc([N+](=O)[O-])c1	11	98	-7	99	0	108	100	104
2	Cc1ccc(OCCCCN(C)Cc2ccccc2)c(Br)c1	6	94	21	99	0	87	94	93
3	COc1cccc(CN(C)C(=O)C2CCN(S(=O)(=O)c3cccs3)CC2)c1OC	7	88	3	89	0	89	88	91
4	COC(=O)CCSc1nc(N2CCOCC2)c2c(c1C#N)CC(C)(C)OC2	-12	93	25	102	/	101	95	99
5	COc1ccc(S(=O)(=O)n2oc(=O)cc2-c2ccccc2)cc1OC	8	106	0	95	0	103	96	95
6	O=C(Nc1ccccc1Cl)c1cc[n+]([O-])cc1	9	105	-1	103	1	108	104	106
7	C=CCOc1ccccc1CN1CCSCC1	70	99	4	96	2	96	95	97
8	CCN(c1ccc(OC)cc1)S(=O)(=O)c1ccc2c(c1)CCN2C(=O)CCC(=O)O	11&-1	95	11	99	2	102	103	98
9	Cc1ccc(Cn2c(=N)c(S(=O)(=O)c3ccc(Br)cc3)cc3c(=O)n4ccccc4nc32)cc1	-5	100	-3	97	3	89	89	99
10	CCOc1cc(CNCCSc2nnnn2C)cc(Br)c1OCc1ccccc1F	-21	106	5	103	0	109	102	106
11	Nc1nonc1-n1nnc(C(=O)N/N=C/c2ccccc2Cl)c1-c1ccccc1	5	?	5	71[may fluoresce violet]	0	98[may fluoresce violet]	133[may fluoresce violet]	42[may fluoresce violet]
12	Cc1ccc(S(=O)(=O)NC(CC(C)C)C(=O)NCCCn2nc(C)cc2C)cc1 (stereo not drawn)	/	93	18	96	6	95	93	95
13	CN(C)C(=O)/C=C\c1cn(-c2ccccc2)nc1-c1ccc2c(c1)OCCO2	2	102	6	102	0	95	99	95
14	CN(C)c1ccnc2sc3c(NCC(O)CO)ncnc3c12 (stereo not drawn)	-9	99	6	97	0	82	97	88
15	COc1ccc(C(=O)N2CCOC2CNC(=O)C(=O)NCc2ccc(Cl)cc2)cc1 (stereo not drawn)	8	99	-7	100	0	105	100	108
16	CS(=O)(=O)N(CC(=O)Nc1ccccc1-c1ccccc1)c1cccc(F)c1	-1	102	-8	102	0	94	109	95
17	CCN1C(=NCc2ccccc2)N[C@@H](c2ccccc2)[C@H](C(=O)OC)[C@H]1C	-10	73	-33	95	2	104	86	82
18	O=C(N/N=C/c1ccccc1Br)c1cccc(S(=O)(=O)N2CCOCC2)c1	-4	104	14	98	6	106	96	102
19	CCCNC(=O)C(Cc1cccc(Cl)c1)NC(=O)c1ccc(C#N)cc1 (stereo not drawn)	-1	101	0	107	0	113	99	110
20	O=C(COC(=O)c1ccccc1C(=O)c1ccccc1)Nc1cccc([N+](=O)[O-])c1	2	94	-1	98	0	101	98	96
21	COc1ccc(C(=O)NC(=S)Nc2cccc3ncccc23)cc1[N+](=O)[O-]	-3	104	-11	107	0	101	95	106
22	Cc1oc(-c2cccc(Cl)c2)nc1CN1CCC(C(=O)N2CCN(c3ccccn3)CC2)CC1	-5	106	2	99	0	102	112	111
23	COCCNC(=O)C(c1ccco1)N(C(=O)Cn1nnc2ccccc21)c1ccccc1C (stereo not drawn)	21	/	11	102	13	89	103	103
24	CCOc1cc(CNc2ccccc2SC)ccc1O	5	102	2	95	0	95	98	95
25	Cc1ccc(NS(=O)(=O)c2cccc(C(=O)N3CCCCC3)c2)cc1	3	102	0	99	1	88	95	99
26	COc1cc(NC(=S)Nc2ccccn2)cc(OC)c1OC	-1	103	21	105	4	99	104	101
27	O=C1CCC(C(=O)Nc2cccc3ccccc23)N1 (stereo not drawn)	2	103	2	103	0	104	108	101
28	Cc1ccsc1C(=O)Nc1nccs1	-3	104	-18	102	4	113	110	98
29	Cn1cc(C(=O)C(=O)NC2CCCCC2)c2ccccc21	2	94	8	107	0	114	106	100
30	Cc1ccc(CSc2nc3ncccc3[nH]2)cc1	5	94	11	83	5	106	124	/
31	O=c1[nH]c(=O)n(C2CCCO2)cc1Br (stereo not drawn)	-4	97	8	101	1	94	105	99
32	Cc1cc(SCC(=O)c2ccc(O)c(O)c2)nc2ccccc12	-2	96	5	103	4	99	110	99
33	Cc1ccc(C(O)Cn2nc(C)cc2C)cc1 (stereo not drawn)	7	95	24	111	0	106	95	97
34	COc1ccc(S(=O)(=O)NNC(=O)Nc2ccc(F)cc2)cc1	9	110	15	99	3	102	109	103
35	Cn1c(CO)cnc1S(=O)(=O)Cc1c(Cl)cccc1Cl	-2	101	6	101	0	93	99	99
36	Cc1ccc2c(c1)N(C(=O)CCC(=O)NCc1cccnc1)CC(C)O2 (stereo not drawn)	-7	110	-4	98	0	118	99	105
37	CCNc1cc(Cl)nc(SC)n1	-8	100	17	95	2	100	97	91
38	CO/N=C/c1cn(-c2ccc(Cl)cc2)nn1	1	95	-3	95	0	108	94	100
39	CC(=O)Nc1ccc(S(=O)(=O)n2cnc3ccccc32)cc1	66	111	21	108	1	103	102	111
40	Cc1c(Br)c([N+](=O)[O-])nn1CC(=O)N1CCc2ccccc2C1	0	100	10	103	0	100	105	102
41	C/C=C\C(=O)Nc1cccc(C2=NOC3(C2)C[C@@H](C(N)=O)N(C(=O)C2(C)CC2)C3)c1 (stereo partly drawn)	5	104	-11	97	1	94	101	100
42	CCn1c(SCc2cccc(C(=O)O)c2)nnc1-c1ccccc1	2	95	4	92	0	92	101	93
43	C=CCn1c(SC(C)C(=O)NC2(C#N)CCCCC2)nnc1-c1ccc(OC)cc1 (stereo not drawn)	12&8	99	15	99	0	105	108	106
44	Cc1cccc(N(Cc2ccccc2)C(=O)c2ccc(S(C)(=O)=O)cc2)c1	?	92	-27	97	0	89	100	94
45	OCCN(Cc1ccccc1)Cc1cccc(Cl)c1Cl	3	97	14	95	2	97	97	97
46	CCCCn1c(N)c(N(CCOC)C(=O)CN2C(=O)C3CCCCC3C2=O)c(=O)[nH]c1=O (stereo not drawn)	3	98	-1	98	0	107	105	101
47	Cc1ccc(/C=N/NC(=O)CN2CCN(S(=O)(=O)c3ccc(Br)cc3)CC2)s1	-10	103	0	103	2	91	97	103
48	CSc1nc2sc(-c3ccccc3)cc2c(=O)n1N	6	98	16	96	2	99	112	96
49	O=C(CCNS(=O)(=O)c1cccc2nsnc12)N1CC(=O)N(CCc2ccccc2)C(=O)C1	-2	104	4	102	0	99	105	104
50	S=c1[nH]nc(-c2cc(-c3ccco3)[nH]n2)n1-c1cccc2ccccc12	6	101	-9	99	1	100	95	104

# Later entries.
no.	structure	GASC-1 inh	CIT2 TOR yeast	VLA-4 inh	RPL19A-GFP yeast	GRK2 inh	LAP4-GFP MLPCN	MEP2-GFP yeast	AGP1-GFP MLPCN
51	COc1ccc(-c2csc(Nc3ncccc3C)n2)cc1	11	107	92*	79	3	151*	128	/
52	O=C(CSc1ncn[nH]1)Nc1ncc(C(F)(F)F)cc1Cl	-14	98	2	96	0	107	100	100
53	COc1ccc(-c2noc(CCC(=O)NCCc3cccc(C)c3)n2)cc1	-1	99	-7	100	1	101	94	99
54	COc1ccc(/C=N/NC(=O)Cc2cccs2)cc1	0	87	-3	92	3	104	93	98
55	CCOC(=O)c1c(C)[nH]c(C(=O)OCC(=O)N(C)C2CCS(=O)(=O)C2)c1C (stereo not drawn)	-3	90	23	96	0	100	102	92
56	Fc1cc(NCc2ccccc2)nc(NCc2ccccc2)n1	3	94	12	100	0	104	94	98
57	CCCOc1ccc(C(=O)CCNC(Cc2c[nH]c3ccccc23)C(=O)O)cc1 (stereo not drawn)	-7	107	5	105	1	89	100	101
58	CCN1CCCC1CNC(=O)c1cc(S(=O)(=O)N(C)C)ccc1Cl (stereo not drawn)	-2	90	8	101	0	97	113	103
59	Cc1ccc2oc(-c3cccc(NC(=O)Cn4cnc5c(=O)n(C)c(=O)n(C)c54)c3)nc2c1	1	103	-10	107	4	94	102	91
60	COc1c(Cl)cc(Br)c(OC)c1C(=O)NC(=O)Nc1nc(C)cc(C)n1	8	99	26	100	0	106	100	109
61	Cc1ncc(N=Nc2ccccc2)c(-c2ccccc2)n1	-10	95	5	103	2	110	103	95
62	CCOC(=O)c1c(C)nn(-c2ccc(NC(=O)/C=C/C(=O)O)cc2)c1C	-6	101	23	109	0	110	105	102
63	N=c1c(C(=O)NCCc2ccccc2)cc2c(=O)n3ccccc3nc2n1CCCN1CCOCC1	-17	?	12	45*[may fluoresce violet]	0	90[may fluoresce violet]	444*[may fluoresce violet]	?
64	CCCN(CC(=O)Nc1ccc(Cl)cc1Cl)Cc1cc(=O)n2ccsc2n1	-19	99	-1	98	1	94	102	90
65	CCOc1ccc(C(=O)Nc2c(C(=O)N3CCC(N4CCCCC4)CC3)oc3ccccc23)cc1	-3	96	-2	96	0	84	99	90
66	CC(C)CC(C(=O)O)N1C(=O)C2C3C=CC(C2C1=O)C1C(=O)N(C(CC(C)C)C(=O)O)C(=O)C31 (stereo not drawn)	10	96	8	99	4	97	92	101
67	CN(CCc1ccccn1)C(=O)CCC1CCCN(C(=O)c2cccc(N(C)C)c2)C1 (stereo not drawn)	6	93	11	97	0	91	87	94
68	CCOc1ccccc1NC(=O)C1CCC(CNc2c(N3CCCCC3)c(=O)c2=O)CC1 (stereo not drawn)	9	107	0	110	1	108	118	107
69	CC1=Nn2c(nnc2-c2cccs2)SC1	-10	95	2	102	2	102	104	99
70	CCOc1ccc2c(c1)-c1c(ssc1=S)C(C)(C)N2C(=O)CSC1=NCCS1	-1	106	-7	102	0	98	105	106
71	COc1ccccc1C(=O)NC(=O)COC(=O)/C(=C/c1ccccc1)NC(C)=O	-5	108	0	105	8	115	109	106
72	CCOC(=O)Cn1c(=NC(=O)C(C)(C)C)sc2cc([N+](=O)[O-])ccc21	1	108	-23	109	52*	107	108	103
73	O=C(O)c1ccc(CSc2nnc(SCc3ccccc3)s2)cc1	15	87	4	95	0	109	99	97
74	Cc1nn(C)c(Oc2cccc(C(F)(F)F)c2)c1C#N	5	90	3	106	0	83	106	94
75	CCOC(=O)c1ccc(NC(=O)c2cc3ccccc3o2)cc1	2	102	7	97	1	113	121	/
76	c1ccc2cc(CCCc3cc4ccccc4cn3)ncc2c1	0	89	9	93	0	93	94	94
77	CSCC[C@H](NC(=O)OC(C)(C)C)c1nnc(SCc2cccc(F)c2)o1	11	70	22	94	0	75	86	76
78	CC(=O)C1C(=O)C=C(c2cccs2)CC1c1ccccc1 (stereo not drawn)	1	92	35	97	0	105	95	99
79	O=C(Cn1ccc([N+](=O)[O-])n1)NCc1ccco1	9	97	4	97	1	95	91	103
80	CCOC(=O)C1=C(O)C(=O)N(Cc2ccccc2)C1	?	104	-12	103	0	95	94	98
81	C=C1CSc2nc3ccccc3c(=O)n21	-1	97	11	97	0	106	101	103
82	CC(=O)c1cccc(NC(=O)CCOc2ccccc2)c1	5	101	4	97	1	106	105	99
